FBW7 activator: human FBW7 E3 ligase activation, primary screen; normalized activity (activation), % at 26.1 µM; AID 1259310; AlphaScreen FBW7–phospho-cyclin E peptide binding, activator screen; hit rate 0.13% among 650,000; in the data active = normalized activity above about 1.9%;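 note: purified mutant Fbw7 with reduced substrate affinity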
Target sequence (Q969H0 whole entry, looked up): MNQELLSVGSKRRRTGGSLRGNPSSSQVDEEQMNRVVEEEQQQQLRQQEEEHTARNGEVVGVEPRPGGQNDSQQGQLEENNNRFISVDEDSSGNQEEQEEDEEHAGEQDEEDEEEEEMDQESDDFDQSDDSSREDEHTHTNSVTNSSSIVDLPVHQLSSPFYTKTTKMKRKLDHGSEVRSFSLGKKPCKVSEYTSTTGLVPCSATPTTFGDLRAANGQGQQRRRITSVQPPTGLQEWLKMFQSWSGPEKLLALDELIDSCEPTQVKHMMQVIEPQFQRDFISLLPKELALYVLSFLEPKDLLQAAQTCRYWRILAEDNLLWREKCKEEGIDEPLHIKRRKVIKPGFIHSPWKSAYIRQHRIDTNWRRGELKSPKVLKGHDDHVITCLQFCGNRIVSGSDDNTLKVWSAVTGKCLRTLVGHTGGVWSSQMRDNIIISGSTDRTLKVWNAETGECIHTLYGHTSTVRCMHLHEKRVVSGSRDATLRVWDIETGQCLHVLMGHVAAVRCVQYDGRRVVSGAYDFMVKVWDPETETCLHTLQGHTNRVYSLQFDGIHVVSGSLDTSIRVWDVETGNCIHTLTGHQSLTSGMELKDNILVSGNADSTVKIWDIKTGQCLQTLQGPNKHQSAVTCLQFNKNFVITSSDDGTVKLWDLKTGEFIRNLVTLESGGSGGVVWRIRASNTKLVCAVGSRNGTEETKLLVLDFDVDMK
MITF primary: inhibitors of human MITF | inhibition, % at 2.6 µM | AlphaScreen MITF homodimerization, bead proximity signal | hit rate 0.91% among 650,000 | O75030; in the data active = inhibition above about 50%;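 note: 0% = vehicle wells with protein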
GPR151 activ: activates the human receptor GPR151 | AID 1508602 | PathHunter beta-arrestin GPR151 cells, luminescence | hit rate 1% among 650,000 | activation, % at 11.2 µM | Q8TDV0; in the data active = activation above about 4.9%;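 note: 0% = median of compound wells and 100% = cells with positive control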
Target sequence (Q8TDV0 whole entry, looked up): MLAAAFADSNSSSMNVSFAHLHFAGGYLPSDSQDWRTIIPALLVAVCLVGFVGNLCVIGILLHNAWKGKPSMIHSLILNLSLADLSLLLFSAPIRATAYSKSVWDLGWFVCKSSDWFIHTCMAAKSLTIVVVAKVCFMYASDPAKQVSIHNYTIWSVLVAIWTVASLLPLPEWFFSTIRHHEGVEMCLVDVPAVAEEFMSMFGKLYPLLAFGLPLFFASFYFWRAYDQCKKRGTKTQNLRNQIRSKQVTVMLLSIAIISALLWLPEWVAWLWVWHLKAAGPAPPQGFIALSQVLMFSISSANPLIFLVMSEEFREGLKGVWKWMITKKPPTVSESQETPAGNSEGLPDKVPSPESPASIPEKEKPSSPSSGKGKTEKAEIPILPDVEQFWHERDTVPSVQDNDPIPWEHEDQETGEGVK
TEAD-YAP inh: TEAD-YAP interaction inhibition; HEK-TIYL cells, TEAD-Gal4/YAP UAS-luciferase luminescence; AID 1259422; hit rate 1.4% among 640,000; inhibition, % at 9.12 µM; in the data active = inhibition above about 32%;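 note: 0% = median of test compound wells and 100% = reference inhibitor wells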
Starred values were filed as active, the others as inactive. Compounds were not picked by outcome; about 3.4% have a hit in one of these screens.

SMILES	FBW7 activator	MITF primary	GPR151 activ	TEAD-YAP inh
COCCNCCC1CCC(=O)N1Cc1ccccc1C (centres undefined)	-0.1	-5	1.7	-7
C=CCn1c(SCC(=O)Nc2nccs2)nnc1-c1ccccc1O	-0.2	-6	0.0	61*
O=C1NCCN/C1=C\C(=O)c1ccc(Br)cc1	-0.2	-3	0.6	-61
COc1ccc(/C=C(/NC(=O)c2ccc(Cl)cc2Cl)C(=O)N(C)C)cc1	0.2	17	-0.7	-1
Cc1ccc(NC(=O)CCCC(=O)Nc2ccc(C)cc2)cc1	-0.1	-4	-0.2	7
O=C(COc1ccc2c(c1)CCCC2)NCc1ccccc1	0.0	-28	1.2	3
CCc1cc2c(=O)c(-c3ccc(F)cc3)c(C(F)(F)F)oc2cc1OCC(=O)O	0.4	4	0.2	-3
CCOc1cc2c(cc1OCC)C(c1c(C)nn(C)c1Cl)NCC2 (centres undefined)	0.1	-4	-0.5	0
CCc1ccc(NC(=O)/C=C/c2cc(OC)c(OC)c(OC)c2)cc1	0.1	5	-1.1	12
COc1ccc(-c2noc(CC(=O)NCCN(C)C3CCCCC3)n2)cc1	-0.2	3	0.0	3
CCOc1ccc(C2CC(=O)NC(SCc3ccccc3)=C2C#N)cc1OC (centres undefined)	0.0	5	-1.3	-10
COCCCNc1nccn2c(-c3cccc(O)c3)cnc12	-0.6	5	-0.8	51*

Some of the entries above, reformatted:
Every second line gives: FBW7 activator, MITF primary, GPR151 activ, TEAD-YAP inh
COc1ccc(-c2noc(CC(=O)NCCN(C)C3CCCCC3)n2)cc1
→ -0.2, 3, 0.0, 3
CCOc1ccc(C2CC(=O)NC(SCc3ccccc3)=C2C#N)cc1OC (centres undefined)
→ 0.0, 5, -1.3, -10

The results go on:
SMILES	FBW7 activator	MITF primary	GPR151 activ	TEAD-YAP inh
CCc1nn2c(NCCCN3CCCC3=O)cc(C)nc2c1-c1ccc(F)cc1	0.0	0	-0.4	-3
CC1(C)Cc2ccccc2/C(=C/C(=O)C(=O)NCc2ccccc2)N1	-0.1	-21	6.6*	2
NC(=O)c1nn2c(c1Br)NC(c1ccccc1)CC2C(F)(F)F (centres undefined)	0.2	-11	-1.0	2
COc1ccc(OCC(=O)O/N=C(\N)c2cccnc2)cc1	-0.1	-10	-0.6	-12
O=C(Nc1ccc(Cl)cc1)c1ccc(N2CC3CC(C2)c2cccc(=O)n2C3)c(NC(=O)c2cc3ccccc3oc2=O)c1 (centres undefined)	-0.1	4	-0.3	1
CC1=C(C(=O)OC2CCCC2)C(c2ccccc2C)CC(=O)N1 (centres undefined)	0.6	-8	0.0	2
CCc1cc(C(=O)OC)c(N2C(=O)C3C4C=CC(C4)C3C2=O)s1 (centres undefined)	-0.2	-4	0.0	3
COCCNC(=O)C(=O)NCC(c1ccco1)N1CCOCC1 (centres undefined)	0.0	-7	2.6	0
COCCn1nnnc1C(C(C)C)N(CCCO)Cc1cc2cc(C)c(C)cc2[nH]c1=O (centres undefined)	-0.2	-27	-0.4	-2
COC(=O)c1ccc(-n2c(C)ccc2-c2ccccc2)cc1	-0.3	-6	-0.5	-12
O=C(NC1CCN(Cc2ccccc2)CC1)C1(S(=O)(=O)c2ccc(Cl)cc2)CC1	0.0	-3	-0.5	6
CN1CCN(C(=O)c2ccc(-c3ccsc3)nc2N2CCOCC2)CC1	-0.1	0	-0.8	-8
Cc1ccc(C)c(-n2nnnc2SCC(=O)Nc2ccccc2N2CCOCC2)c1	0.3	4	0.1	2
O=C(O)c1ccc(Cl)c(NC2=NCCS2)c1	-0.1	-2	-0.2	3
Cc1cccn2c(=O)c(C=NCc3ccccc3)c(NCCO)nc12	0.0	-15	1.0	5
O=C(O)CCC(=O)N1N=C(c2ccc(Br)cc2)CC1c1cccc(Br)c1 (centres undefined)	0.0	-3	0.5	1
COc1cccc(OC)c1C(=O)Nc1ccc(Br)cn1	0.0	-11	15*	-7
CCOC(=O)C1CCN(Cc2ccc(OC)cc2)CC1	0.0	34	0.7	7
CCOC(=O)c1ccc(N2C(=O)CC(NCCc3ccccc3F)C2=O)cc1 (centres undefined)	-0.2	12	0.0	-4
FC(F)(F)c1ccc(Cn2cnc3c(NC4CCN(Cc5ccccc5)CC4)nc(N4CCC(N5CCOCC5)CC4)nc32)cc1	0.0	5	-0.2	-11
COc1ccc2nc(SCC(=O)Nc3ccc(OC)c(Cl)c3)[nH]c2c1	0.1	0	3.3	-14
CCc1ccc2[nH]c(C)c(CN3CCN(C)CC3)c(=O)c2c1	-0.1	-1	0.8	-5
Cc1nc(NCc2cccc3c2OCO3)sc1-c1ccn(CC2CCCN(C)C2)n1 (centres undefined)	-0.1	-7	1.6	-6
Cc1ccc(Nc2nc(COC(=O)CC3Sc4ccccc4NC3=O)cs2)cc1 (centres undefined)	0.2	-4	-0.9	-34
CCOC(=O)CSc1nc2cc(C(=O)OC)ccc2c2nc3ccccc3n12	0.2	12	-0.4	-1
COc1cc(C(=O)Nc2cc(C(=O)NCc3cccc(Cl)c3)ccc2N2CC3CC(C2)c2cccc(=O)n2C3)cc(OC)c1OC (centres undefined)	0.6	6	-0.1	5
CCn1c(CN2CCN(Cc3ccc(C)cc3)C(CCO)C2)nc2ccccc21 (centres undefined)	-0.1	2	4.1	4
CCCCCOc1ccc(C(=O)Nc2nncs2)cc1	0.2	15	-1.5	-62
O=C(Nc1ccc(N2CCOCC2)cc1)c1ccc2c(=O)[nH][nH]c(=O)c2c1	0.2	-3	-2.9	-4
COc1ccc(C(CC(=O)NCc2ccccc2)NS(=O)(=O)c2ccc(OC)cc2)cc1 (centres undefined)	0.5	-4	-1.3	4
COc1ccc(N2C(SC)=NC(=Nc3ccccc3C)C23CCC(C(C)(C)C)CC3)cc1 (centres undefined)	0.1	17	-1.1	1
O=c1nc2s/c(=C\c3ccc(-c4cc(Cl)c(Cl)cc4Cl)o3)c(=O)n2c2sc3c(c12)CCCC3	1.0	-9	0.6	-8
COc1cccc(/C=C/C(=O)c2ccc(OC)c(OC)c2)c1	0.0	9	-0.3	-5
CC(C)OC(=O)CSc1nnc(-c2cnccn2)n1Cc1ccco1	-0.1	-3	0.5	-8
CCOc1cc(C2C(C#N)=C(N)Oc3n[nH]c(-c4ccc(OC)cc4)c32)cc([N+](=O)[O-])c1O (centres undefined)	-0.1	16	0.5	-3
Cc1ccc(Nc2nc(N)nc(C(F)(F)F)n2)cc1	0.4	-12	0.5	-82
COc1ccc(/C=N/NC(=O)COc2ccc(Cl)cc2)cc1I	0.0	2	-0.1	11
COc1ccc(C(=O)NC(C)(C)C)cc1I	-0.1	-14	0.3	-10
CCc1ccc(CNCc2c(C(=O)O)n(Cc3ccccc3F)c3cc(OC)ccc23)cc1	0.0	7	-0.6	4
Cc1cc2c(c(=O)[nH]1)C(=O)O/C2=C\c1ccc(Cl)cc1Cl	0.0	4	0.1	8
CN1CCC(=NNC(=O)CN(c2ccccc2[N+](=O)[O-])S(=O)(=O)c2ccccc2)CC1	-0.1	8	-0.5	-5
Cc1ccc(SCC(=O)O/N=C(\N)c2ccc([N+](=O)[O-])cc2)cc1	-0.3	0	0.2	0
COc1ccccc1NS(=O)(=O)c1ccc(C(C)C)cc1	0.0	-10	0.2	-3
O=C(CNCCN1CCCCC1)Nc1ccccc1N1CCOCC1	0.0	86*	1.9	-5
O=C(Nc1ccc2oc(-c3cccc(Cl)c3)nc2c1)c1ccc(Cl)cc1Cl	0.1	2	0.3	-38
Cc1ccnc(Nc2ccc(N3CCN(C(=O)C4CCCC4)CC3)nn2)c1	1.0	6	5.1*	6
COC(=O)/C(=C(/O)CSc1nc2nc(C)cc(C)n2n1)c1nc2ccccc2[nH]1	-0.1	5	-1.2	-10
CC(=O)CS(=O)(=O)c1ccc(-c2ccc(S(=O)(=O)CC(C)=O)cc2)cc1	-0.1	0	-0.1	-4

Part of the list above in order of length of the SMILES, descending:
SMILES	FBW7 activator	MITF primary	GPR151 activ	TEAD-YAP inh
COc1cc(C(=O)Nc2cc(C(=O)NCc3cccc(Cl)c3)ccc2N2CC3CC(C2)c2cccc(=O)n2C3)cc(OC)c1OC (centres undefined)	0.6	6	-0.1	5
CCOc1cc(C2C(C#N)=C(N)Oc3n[nH]c(-c4ccc(OC)cc4)c32)cc([N+](=O)[O-])c1O (centres undefined)	-0.1	16	0.5	-3
O=c1nc2s/c(=C\c3ccc(-c4cc(Cl)c(Cl)cc4Cl)o3)c(=O)n2c2sc3c(c12)CCCC3	1.0	-9	0.6	-8
CN1CCC(=NNC(=O)CN(c2ccccc2[N+](=O)[O-])S(=O)(=O)c2ccccc2)CC1	-0.1	8	-0.5	-5
COc1ccc(N2C(SC)=NC(=Nc3ccccc3C)C23CCC(C(C)(C)C)CC3)cc1 (centres undefined)	0.1	17	-1.1	1
CC(=O)CS(=O)(=O)c1ccc(-c2ccc(S(=O)(=O)CC(C)=O)cc2)cc1	-0.1	0	-0.1	-4
CCc1ccc(CNCc2c(C(=O)O)n(Cc3ccccc3F)c3cc(OC)ccc23)cc1	0.0	7	-0.6	4
Cc1ccc(SCC(=O)O/N=C(\N)c2ccc([N+](=O)[O-])cc2)cc1	-0.3	0	0.2	0
O=C(Nc1ccc2oc(-c3cccc(Cl)c3)nc2c1)c1ccc(Cl)cc1Cl	0.1	2	0.3	-38
CCn1c(CN2CCN(Cc3ccc(C)cc3)C(CCO)C2)nc2ccccc21 (centres undefined)	-0.1	2	4.1	4
Cc1ccnc(Nc2ccc(N3CCN(C(=O)C4CCCC4)CC3)nn2)c1	1.0	6	5.1*	6
CC(C)OC(=O)CSc1nnc(-c2cnccn2)n1Cc1ccco1	-0.1	-3	0.5	-8
COc1cccc(/C=C/C(=O)c2ccc(OC)c(OC)c2)c1	0.0	9	-0.3	-5
COc1ccccc1NS(=O)(=O)c1ccc(C(C)C)cc1	0.0	-10	0.2	-3
O=C(CNCCN1CCCCC1)Nc1ccccc1N1CCOCC1	0.0	86*	1.9	-5
Cc1ccc(Nc2nc(N)nc(C(F)(F)F)n2)cc1	0.4	-12	0.5	-82
CCCCCOc1ccc(C(=O)Nc2nncs2)cc1	0.2	15	-1.5	-62
COc1ccc(C(=O)NC(C)(C)C)cc1I	-0.1	-14	0.3	-10

(cont.)
SMILES	FBW7 activator	MITF primary	GPR151 activ	TEAD-YAP inh
COC(=O)CNC(c1ccccc1)c1cc(Br)ccc1NC(=O)CCN1CCOCC1 (centres undefined)	-0.1	-5	0.1	1
c1ccc(Nc2nc(NCc3nc4ccccc4[nH]3)c3ncn(-c4ccsc4)c3n2)nc1	0.1	11	1.3	78*
Cc1ccc(Cl)cc1Nc1ncnc2c1cnn2C	-0.2	-39	1.2	-2
O=C(O)CNS(=O)(=O)c1cc(C(=O)O)ccc1C(=O)O	0.2	17	-0.9	5
CC(=O)Nc1ccc2c(c1)OCCO2	0.8	25	-1.5	-6
CC(C)(C)c1[nH]nc2c1C(c1ccsc1)C(C#N)=C(N)O2 (centres undefined)	-0.1	7	6.6*	2
CCn1nnnc1SCC(=O)NCc1ccc2c(c1)OCO2	0.0	10	2.0	-3
Cn1c(CO)nc2cc(N=Cc3ccccc3O)ccc21	-0.1	3	-0.5	0
Cc1cc(C)nc(Nc2ccccc2Br)n1	0.2	-7	0.6	-3
CCC(=O)N[C@@H]1c2ccccc2C2(CCN(C(=O)C3(C)CC3)CC2)[C@H]1OCc1cccnc1	0.2	9	-1.0	11
O=C(COC(=O)Cc1ccccc1)Nc1ncc([N+](=O)[O-])s1	-0.1	9	-1.7	-1
O=S(=O)(NC1CC1)c1ccc(S(=O)(=O)N2CCC(N3CCCCC3)CC2)cc1	-0.1	-5	0.2	0
CCOc1cc(C=O)cc(Cl)c1OS(=O)(=O)c1ccc(NC(C)=O)cc1	0.1	7	0.1	11
CC(C)CN1C[C@H](NCc2cccc3ccccc23)C[C@H]1C(=O)NC(C)C	0.0	-4	-0.6	2
CCCCC(=O)Nc1nc(-c2ccccn2)cs1	-0.3	4	-0.1	-4
CCCCCOc1ccc(C(=O)Nc2nnc(SCC)s2)cc1	-0.1	-4	-0.3	-12
COc1c(Cl)cc(Cl)cc1/C=N/OC(C)=O	-0.2	-13	-0.9	5
O=C(c1nc2sccn2c1CN1CCC[C@H]1CO)N1CCCCCCC1	0.2	3	-0.7	-3
Cc1cccc(-c2nc(CS(=O)CC(=O)NCc3ccco3)c(C)o2)c1 (centres undefined)	-0.2	10	0.6	1
CCS(=O)(=O)N1CCN(CC2CC=CCC2)CC1 (centres undefined)	0.4	30	-0.8	-2
COc1ccc(C2CC(=O)C3=C(C2)NC(C)=C(C(=O)OC(C)C)C3c2cccc(Br)c2)cc1OC (centres undefined)	0.2	-3	1.7	31
O=C(NCc1ccccc1)C(=O)NCC1OCCN1C(=O)c1ccc(Cl)cc1 (centres undefined)	-0.2	-7	-0.7	9
O=C(CSc1cn(Cc2ccccc2Cl)c2ccccc12)N1CCCc2ccccc21	0.1	4	-0.3	4
O=C(CCCn1c(SCC(=O)c2cccc([N+](=O)[O-])c2)nc2ccsc2c1=O)NCCc1ccccc1	0.0	-5	0.1	-10
CN(C)c1cccc(Nc2ccc(N3CCC(C(N)=O)CC3)nn2)c1	-0.1	0	3.7	-4
CCN(CC)CCNS(=O)(=O)c1ccc(C)cc1C	-0.2	-8	0.0	-2
Cc1ccc(NC(=O)c2cc(S(=O)(=O)NCc3ccccc3Cl)ccc2F)cc1C	0.1	3	2.1	-6
CSC1=NCCN1C(=O)c1cc(C)cc(C)c1	0.0	5	2.4	9
CCN(Cc1ccccc1)S(=O)(=O)c1ccc2c(c1)CCN2C(=O)CCC(=O)O	-0.1	7	0.4	4
Cc1cccn2c(=O)c3cc(C#N)c(=O)n(-c4c(C)n(C)n(-c5ccccc5)c4=O)c3nc12	-0.1	7	0.9	4
Cc1ccc(N2C(=O)C3C(C2=O)C2C=CC3C23CC3)c(C)c1 (centres undefined)	-0.1	-12	-0.9	-3

Screening data as filed in PubChem BioAssay.
